Source: PubChem
proKLK7 act = activators of human kallikrein-7 zymogen | purified proKLK7, EDANS-DABCYL substrate fluorescence; 100% is mature enzyme control, 0% vehicle | activation, % at 7 µM | P49862 | hit rate 0.9% among 370,000 | AID 652039;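 active = activation above the mean of all tested compounds plus 3 SD, computed per campaign excluding outliers beyond control limits, cut at about 13% in these data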
Target sequence (P49862 whole entry, looked up): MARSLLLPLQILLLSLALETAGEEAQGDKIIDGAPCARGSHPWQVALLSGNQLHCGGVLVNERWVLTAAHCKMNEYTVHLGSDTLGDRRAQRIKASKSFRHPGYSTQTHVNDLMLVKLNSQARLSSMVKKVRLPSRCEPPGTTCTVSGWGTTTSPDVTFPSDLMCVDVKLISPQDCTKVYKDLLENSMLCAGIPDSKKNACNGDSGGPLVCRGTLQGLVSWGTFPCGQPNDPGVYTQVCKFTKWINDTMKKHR
MBD2 DNA inh = inhibitors of human MBD2 binding to methylated oligonucleotide. TR-FRET. Q9UBB5. inhibition, % at 4.4 µM. AID 686964. hit rate 0.31% among 370,000; in the data active = inhibition above about 13%
PLCb3 inh = PLC-beta3 (human) inhibition, primary screen; Q01970; Purified PLC-beta3, fluorogenic substrate, fluorescence; inhibition, % at 12.2 µM; hit rate 0.18% among 370,000; AID 720704; in the data active = inhibition above about 11%;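 note: 0% = median of compound wells on plate and 100% = full blocker control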
UHRF1 MBD2 ctr = UHRF1 methyl-DNA binding inhibition; Q96T88; UHRF1 binding to methylated oligo, TR-FRET; inhibition, % at 4.4 µM; hit rate 0.75% among 370,000; AID 687016; in the data active = inhibition above about 21%;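 note: UHRF1 SRA domain binding a hemimethylated CpG hairpin DNA probe; 0% = median of test compound wells and 100% = reference inhibitor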
ADAM17 inh = inhibits human ADAM17; AID 720648; inhibition, % at 6.95 µM; recombinant ADAM17, EDANS/DABCYL FRET peptide cleavage; P78536; hit rate 0.83% among 370,000;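 active = inhibition above the mean of compounds lying between control limits plus 3 SD, set per campaign, cut at about 8.5% in these data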;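 note: 0% = DMSO-only wells as the low control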
ARFGAP1 inhibitor = inhibitors of rat ARFGAP1 | Q62848 | Arfgap1-stimulated ARF1 GTP hydrolysis, GDP FP detection | inhibition, % at 16.5 µM | hit rate 0.26% among 360,000;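 active = inhibition above a per-plate limit, mean inhibition of low control wells plus 3 SD, cut at about 25% in these data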;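 note: 0% = DMSO wells with enzyme and 100% = wells lacking Arfgap1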
Target sequence (Q62848 1-136 limits assumed): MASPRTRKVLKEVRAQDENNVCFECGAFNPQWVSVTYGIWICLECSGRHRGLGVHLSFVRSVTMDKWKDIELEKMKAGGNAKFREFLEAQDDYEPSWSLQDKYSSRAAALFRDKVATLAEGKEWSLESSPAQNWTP
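Material: rat Arfgap1 GAP domain (His6, aa 1-136), purified enzyme. Also added: human ARF1(Δ1-17)-GTP substrate. Compound dosing: 16.5 µM single point, 1.26% DMSO. Timing: enzyme reaction 120 min at 25 °C after 20 min preincubation. Signal: GDP detection by fluorescence polarization. Read-out basis: percent inhibition of GAP-stimulated GDP formation, scaled between DMSO and no-Arfgap1 medians.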
DDE Tn6 FP inh = inhibitors of Tn6 peptide binding to human fibrin DD(E) | P02675 | Fibrin DD(E) TRITC-Tn6 fluorescence polarization displacement | inhibition, % at 8.3 µM | hit rate 0.21% among 370,000;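 active = inhibition above a per-campaign cutoff: mean of compounds within control limits plus 3 SD, cut at about 15% in these data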;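 note: 0% = median of all compound wells on the plate and 100% = blocking peptide control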
ASAP1 inh = ASAP1 ArfGAP inhibition; ASAP1-stimulated ARF1 GTP hydrolysis, GDP FP detection; inhibition, % at 16.5 µM; hit rate 0.19% among 360,000; in the data active = inhibition above about 25%;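 note: 0% = vehicle with enzyme and substrate and 100% = no enzyme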
Target sequence (Q9ULH1 325-724 limits assumed): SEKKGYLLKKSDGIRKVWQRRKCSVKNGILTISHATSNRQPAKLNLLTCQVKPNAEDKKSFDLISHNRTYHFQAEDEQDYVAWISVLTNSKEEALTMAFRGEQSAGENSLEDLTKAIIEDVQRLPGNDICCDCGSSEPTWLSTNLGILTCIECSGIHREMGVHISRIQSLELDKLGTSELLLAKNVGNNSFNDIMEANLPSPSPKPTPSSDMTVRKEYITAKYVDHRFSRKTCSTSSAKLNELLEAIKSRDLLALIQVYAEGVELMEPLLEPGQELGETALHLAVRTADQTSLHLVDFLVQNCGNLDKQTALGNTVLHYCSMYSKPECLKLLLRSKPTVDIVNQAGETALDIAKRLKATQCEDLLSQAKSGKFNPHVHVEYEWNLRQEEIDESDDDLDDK
Tn7 DDE FP = disrupts Tn7 cyclic peptide binding to fibrin D-Dimer-E complex | hit rate 0.13% among 370,000 | P02675 | FP displacement of FITC-Tn7 peptide from fibrin DD(E); 0% = median of compound wells per plate | AID 720508 | inhibition, % at 8.3 µM;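 active = inhibition above the mean of compounds falling within the control limits plus 3 SD of them, cut at about 14% in these data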;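 note: 0% = plate median of compound wells and 100% = 10 µM Aha-Tn7 peptide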
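Measure: % inhibition scaled between sample-field median and high-control FP; Test system: human fibrin DD(E); Quantity: 2 µM final DD(E) protein; Doses: one dose, 8.3 µM nominal; Schedule: compound with protein 10 min, then 3 h after probe, room temperature; Detection: fluorescence polarization; Medium: Tris buffer with calcium and detergent, pH 7.8.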
PLCg1 inh = PLC-gamma1 (human) inhibition, primary screen; P19174; purified PLC-gamma1, fluorogenic substrate, fluorescence; inhibition, % at 12.2 µM; hit rate 0.84% among 370,000; AID 720700; in the data active = inhibition above about 9.5%
An asterisk follows results filed as active; i = inactive; nt = no result given.

Molecule,proKLK7 act,MBD2 DNA inh,PLCb3 inh,UHRF1 MBD2 ctr,ADAM17 inh,ARFGAP1 inhibitor,DDE Tn6 FP inh,ASAP1 inh,Tn7 DDE FP,PLCg1 inh
Cc1cccc(Nc2c(O)nc[nH]c2=O)c1,-0.7,-2,3,-1,-2,-19,1,16,8,-2
COc1ccc(S(=O)(=O)N2CCN(C(=O)NC3CCCCC3)CC2)cc1,-0.1,-3,3,-3,3,-9,7,-14,1,2
CCCC1(C(=O)OCC)NC(c2ccc(N(C)C)cc2)C2C(=O)N(c3ccc(OCC)cc3)C(=O)C21 (stereo not given),-0.3,-2,2,1,-1,-11,8,-1,5,0
CCCN(Cc1nc(-c2ccc(Cl)cc2)no1)CC1CCCO1 (stereo not given),0.0,0,-4,-2,-1,10,0,18,3,1
CN(C(=O)c1cccc(NC(=O)c2ccco2)c1)c1ccccc1,-1.1,2,2,2,-5,-3,-7,13,2,-2
CCCCNC(=O)c1ccc(CS(=O)(=O)c2cccc(C(F)(F)F)c2)o1,-0.5,-7,2,-1,-2,9,-10,1,-5,1
COc1cc(/C=C2\SC(=S)N(N(C)c3ccccc3)C2=O)ccc1O,0.6,-5,-13,4,-2,1,4,-7,3,-5
CCC(C)c1ccc2oc(-c3ccc(NC(=O)Cn4cnc5c(=O)n(C)c(=O)n(C)c54)cc3)nc2c1 (stereo not given),-0.8,3,-3,-1,-10,-8,8,-3,5,-5
COc1ccc(C(=O)Nc2cc(S(=O)(=O)N3CCCC3)ccc2Cl)cc1,-0.3,4,1,1,-5,3,-7,16,6,1
CCOC(=O)c1c(NC(=O)COC(=O)c2ccc(Cl)nc2)sc(C(=O)N(C)C)c1C,0.2,3,-6,4,-3,-6,6,2,-1,-2
CC(C)C(NC(=O)c1ccccc1)C(=O)N1CCCCCC1 (stereo not given),-0.1,0,1,6,3,-2,-1,-2,-7,8
Cc1cccc(C)c1NC(=O)CSc1nnc([C@H](C)NC(=O)OC(C)(C)C)o1,1.2,2,2,0,-2,4,7,-4,4,1
CCc1cc2c(=O)n(CCCOC)c(SCC(=O)Nc3oc(C)c4c(C)n[nH]c(=O)c34)nc2s1,1.3,-3,-10,2,-6,-1,3,6,3,-2
O=C(CCN1C(=O)S/C(=C\c2ccccc2)C1=O)Nc1ccc(S(=O)(=O)Nc2nccs2)cc1,0.1,4,-2,-2,-3,-1,-9,-28,-3,2
CCOC(=O)c1sc(/N=C/c2ccc(O)cc2O)cc1C,-1.7,-3,-10,-4,5,5,-2,7,-7,-10
C[C@@H]1ON(C)[C@H]2C[C@H]3c4cc(-c5ccccc5)ccc4CCN3C[C@@H]12,1.2,-1,-38,-5,-9,-1,7,-4,2,-31
C[C@]12C=CC(=O)C=C1CC[C@@H]1C2C(O)C[C@@]2(C)C1CC[C@]2(O)C(=O)COC(=O)CCC(=O)NC(CC(=O)O)C(=O)O (stereo not given in full),-0.5,3,-2,-3,1,7,3,-4,-9,1
CCCCC(=O)NC(=S)Nc1ccc(NC(=O)C(C)C)c(OC)c1,-0.1,-1,-5,-1,-3,10,12,3,6,4
CCCC(=O)Nc1ccc(-c2nc3ncccc3o2)cc1,1.9,-2,-35,-1,-124,3,6,-18,5,-31
CCC(=O)NC(c1cccs1)c1cc(Cl)c2ccccc2c1O (stereo not given),-161,-7,-228,0,-57,8,-7,1,0,-229
COc1ccc2c(C)cc(=O)oc2c1C,-0.4,3,-36,1,-82,5,-4,8,5,-18
CC(C)(C)NC(=O)COC(=O)/C=C/c1ccc(F)cc1,0.3,5,-2,2,0,-3,0,-1,-5,0
O=C(NCCC1CCCCN1S(=O)(=O)c1cccs1)C(=O)Nc1ccccc1F (stereo not given),-0.5,0,1,2,-1,21,2,-4,-9,-6
Cc1sc2nc(C(C)C)oc(=O)c2c1C,-0.2,-1,2,2,-2,1,2,-20,2,0
Cn1c(CNS(=O)(=O)c2ccc(Cl)cc2)n[nH]c1=S,0.5,1,4,0,-2,-2,-6,-3,1,1
COCc1c(C(=O)OCc2nc3ccsc3c(=O)[nH]2)oc2ccccc12,-0.2,4,-6,1,1,-3,2,7,-4,-2
COC(=O)C1=C(C)N(Cc2cccc(C(F)(F)F)c2)C(=NCc2cc(OC)c(OC)c(OC)c2)NC1c1cccc(Cl)c1 (stereo not given),-0.2,1,-4,0,-5,4,-3,10,7,-4
CC(C)C[C@H](CO)Nc1nc(Nc2cccc(Cl)c2)c2ncn(C(C)C)c2n1,-0.2,-2,-5,0,0,7,0,5,-1,-1
COc1ccc2c(c1)-c1nc(/N=C/c3cccc(OC)c3O)sc1CC2,-0.5,-5,-56,2,1,0,3,5,-7,-30
COc1cc([N+](=O)[O-])ccc1NC(=O)Cc1ccc(F)cc1,0.2,1,0,-1,1,1,4,-9,7,0
COc1cc(OC)cc(C(=O)N[C@H](C(=O)OCC(=O)c2ccc(C)c([N+](=O)[O-])c2)C(C)C)c1,0.2,8,-1,0,1,-2,13,-12,1,-1
COc1ccc(Cc2nc(N)nc(N)n2)cc1,-0.2,0,1,2,1,-5,0,3,-2,2
O=C(CSc1nc(-c2ccccc2)c(-c2ccccc2)o1)N1CCOCC1,0.0,0,-2,92*,0,0,10,-1,0,-1
COc1ccc(NC(=O)C(NC(=O)c2ccc(C)cc2)c2ccccc2)cc1 (stereo not given),0.0,6,-1,0,-1,3,4,1,1,2
CCN(CC)C(=O)CC(c1ccc(F)cc1)c1ccc(OC)cc1 (stereo not given),-0.6,2,-4,-2,0,-2,8,-8,-1,0
Cc1ccccc1CSc1n[nH]c(NS(=O)(=O)c2ccccc2)n1,-0.4,-6,5,-1,1,12,4,0,-5,10*
CCN(CC)CCCNC(=O)c1cn(C)c(=O)c2c1c1ccccc1n2C,-20,-9,-169,-4,-37,5,-5,4,-2,-127
COCCCNC(=O)c1c(N)n(-c2ccccc2)c2nc3ccccc3nc12,-54,3,i,1,i,-8,-3,-5,4,i
NC1=NC[C@H](Cc2ccccc2)N1CCc1cc(C(F)(F)F)cc(C(F)(F)F)c1,0.7,8,-4,-1,-6,25*,0,6,3,-5
CN(c1ccccc1)S(=O)(=O)c1cccc(C(=O)OCC(=O)NCc2ccccc2)c1,0.5,-1,1,5,4,11,5,-5,-3,0
Cc1nc(C)n(C)c(=O)c1-c1ccccc1,0.7,0,-3,-4,1,-5,3,-18,-7,3
O=C1NC(=O)N(Cc2ccccc2F)C1=O,0.5,2,-5,2,-7,-10,-6,5,8,0
O=C(NCc1ccncc1)C(=O)N/N=C/c1cccnc1,-0.3,3,-3,0,-6,0,0,0,2,2
COC(=O)[C@@H]1N=C(c2ccc(OC)cc2)O[C@]12C(=O)N(Cc1cn(-c3ccccc3)nn1)c1cccc(Cl)c12,-0.1,13,3,18,1,nt,2,nt,6,-1
CCCCN1CC(COCc2ccccc2)Oc2cccc(F)c2S1(=O)=O (stereo not given),0.4,1,0,-1,3,-10,-3,11,10,1
COC(=O)c1cc(-c2ccc(C)o2)nc2ccccc12,4.2,-3,-34,6,-9,-10,-5,-3,-2,-30
C/C(=N\NC(=O)c1cc(C)nc2ccccc12)c1ccncc1,0.1,-2,-5,4,-1,2,5,-2,-6,2
COc1cc(C(F)(F)F)c(C(=O)N(C)Cc2ccc(Cl)c(Cl)c2)cn1,-0.5,-5,1,-1,-4,-7,-4,1,2,0
Cc1cc(C)cc(Cn2cc(CN3CC(N(C)C)CS3(=O)=O)nn2)c1 (stereo not given),0.2,-3,-3,-1,-5,0,-4,13,-1,0
O=C(CN1C(=O)NC2(CCCCCC2)C1=O)NCc1ccccc1Cl,-0.4,3,3,2,0,-4,-5,-4,4,2
CCN(CC(=O)Nc1ccccc1OC)Cc1csc(CC(=O)Nc2ccc(C)cc2)n1,-0.2,4,1,-1,3,-11,1,10,2,6
Nc1nc(SCC(=O)Nc2ccc(OCc3ccccc3)cc2)n[nH]1,-0.5,0,3,-3,-2,2,2,8,2,1
COc1ccc(OCCSc2nnc(C)n2-c2ccccc2)cc1,0.4,-1,5,2,-2,-2,6,-1,0,5
Cc1cccc(C)c1NC(=O)Nc1nc(CN(C)C)cs1,0.2,0,10,-1,1,2,0,-2,-11,2
C=CCOC(=O)C1=C[C@H](c2ccc(C(F)(F)F)cc2)[C@@H](CCCO)[C@H](OCC)O1,-0.2,1,2,-1,3,2,-1,3,0,1
Cc1ccccc1NC(=O)Cc1nc(COC(=O)c2nc(Cl)ccc2Cl)cs1,-0.3,-5,-5,1,-2,-7,3,-3,-1,-2
COc1cc(C2Nc3ccccc3C(=O)N2NS(C)(=O)=O)c([N+](=O)[O-])cc1OC (stereo not given),5.6,3,-86,-7,-24,3,8,-5,-4,-60
CCOc1ccc(NC(=O)N(C2CCCCC2)C(C)c2cccnc2)cc1 (stereo not given),-0.5,5,-3,0,-4,-2,0,6,6,2
COc1ccc(C(C(=O)Nc2c(C)cccc2C)N2CCN(C)CC2)cc1 (stereo not given),-0.2,-3,1,0,-2,-7,1,-2,0,-2
Cc1ccc(NC(=O)c2cncc(Br)c2)c([N+](=O)[O-])c1,-0.8,0,2,7,7,14,-1,-5,-1,5

Additional compounds:
Molecule,proKLK7 act,MBD2 DNA inh,PLCb3 inh,UHRF1 MBD2 ctr,ADAM17 inh,ARFGAP1 inhibitor,DDE Tn6 FP inh,ASAP1 inh,Tn7 DDE FP,PLCg1 inh
CCn1c(SCC(=O)Nc2cc(C)on2)nnc1-c1cccs1,-0.2,2,0,-1,-5,2,0,3,2,0
CCOc1ccc(NS(=O)(=O)c2ccc(NC(=O)C3CCCO3)cc2)cc1 (stereo not given),-0.4,5,1,1,-5,4,-5,3,9,-1
O=C(CN1CCOCC1)OCCCc1ccccc1,0.5,4,2,0,-3,-5,-12,5,-3,-1
CC(C)n1c(N2CCN(C(=O)Nc3ccccc3)CC2)nc2ccccc21,-0.2,4,1,0,-4,3,4,4,4,2
O=S(=O)(NCC(c1ccc2c(c1)OCO2)N1CCOCC1)c1ccc(F)cc1 (stereo not given),-0.3,0,-3,4,-2,0,-3,-13,4,-5

Entries listed so far that have a tert-butyl group:
Molecule,proKLK7 act,MBD2 DNA inh,PLCb3 inh,UHRF1 MBD2 ctr,ADAM17 inh,ARFGAP1 inhibitor,DDE Tn6 FP inh,ASAP1 inh,Tn7 DDE FP,PLCg1 inh
Cc1cccc(C)c1NC(=O)CSc1nnc([C@H](C)NC(=O)OC(C)(C)C)o1,1.2,2,2,0,-2,4,7,-4,4,1
CC(C)(C)NC(=O)COC(=O)/C=C/c1ccc(F)cc1,0.3,5,-2,2,0,-3,0,-1,-5,0
